mABHD4 FP – ABHD4 inhibitors, primary screen, biochemical, fluorescence polarization, mouse. (Lyso)-N-acylphosphatidylethanolamine lipase (Mus musculus), Q8VD66. purified mABHD4, FP-Rh probe fluorescence polarization. inhibition, % at 8.92 µM. 370,000 tested, 0.54% active. AID 720543, 2013;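 active means inhibition exceeding the mean over every tested compound plus 3 SD, cut at about 30% in these data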;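 further: 0% = plate median of compound wells and 100% = S159A mutant with DMSO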
Target sequence (Q8VD66 whole entry, looked up): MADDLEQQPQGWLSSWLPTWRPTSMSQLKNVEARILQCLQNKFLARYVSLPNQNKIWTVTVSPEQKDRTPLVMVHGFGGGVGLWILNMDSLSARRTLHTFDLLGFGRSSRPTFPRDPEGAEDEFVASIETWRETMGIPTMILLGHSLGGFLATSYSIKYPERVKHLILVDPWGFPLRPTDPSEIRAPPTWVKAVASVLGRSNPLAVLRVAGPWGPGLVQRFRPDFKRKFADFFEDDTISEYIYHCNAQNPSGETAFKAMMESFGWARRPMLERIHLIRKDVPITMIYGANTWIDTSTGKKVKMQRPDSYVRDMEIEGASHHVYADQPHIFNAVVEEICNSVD
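Assay system: Wild-type mouse ABHD4 protein | Medium: HEPES pH 7.0 buffer, 150 mM NaCl, 0.01% Pluronic F-127 | Incubation: Enzyme–compound pre-incubation 45 min, then probe 60 min, both 25 °C | Technique: Fluorescence polarization with parallel and perpendicular emission, 525/598 nm | Evaluation: % inhibition of FP-Rh probe binding versus controls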
LEDGF integ inh – blockers of LEDGF/p75-dependent integrase strand transfer – biochemical, TR-FRET, high throughput, primary screen; HIV-1 integrase (with human LEDGF/p75); 370,000 tested, 0.64% active; inhibition, % at 3.7 µM; AID 743269, 2014; TR-FRET IN-LEDGF/p75 DNA integration, Eu/Cy5;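 active means inhibition above the screen-wide mean plus 3 SD, cut at about 13% in these data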;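 further: signal is the Cy5 over europium emission ratio at 671 and 618 nm; 0% = plate median of compound wells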
NR1D1 modulator – modulators of Rev-erb alpha DNA binding, primary screen, biochemical, FITC-DNA, fluorescence polarization, uHTS. Nuclear receptor subfamily 1 group D member 1 (Homo sapiens), P20393. Rev-erbα–FITC-DNA binding, 90 min. activity, % at 10 µM. 370,000 tested, 0.79% active;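 active means activity above about 14%, limit read from the data; passing the limit was not always enough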;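 further: 0% = DMSO wells with 35 nM protein and 100% = DMSO wells with 750 nM protein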
PRMT1 inh – PRMT1 methyltransferase inhibitors, primary screen, biochemical, fluorescence polarization. recombinant PRMT1, activity-based probe fluorescence polarization. inhibition, % at 2.79 µM. 370,000 tested, 1.3% active. AID 652257, 2013;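 active means inhibition above about 21% made by adding two undisclosed values, limit read from the data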
PG9 Ab binder – binders of HIV-1 gp120 antibody PG9, primary screen, biochemical, TR-FRET; inhibition, % at 6.7 µM; TR-FRET gp120-PG9 antibody binding; 360,000 tested, 0.43% active; HIV-1 gp120 / PG9 antibody interaction; AID 624416, 2012; in the data active means inhibition above about 8.5%
HTRA1 inhibitor – HTRA1 serine protease inhibitors, primary screen, biochemical, fluorescence polarization, HTS; Q92743; recombinant HTRA1, FP-rhodamine activity-based probe; inhibition, % at 5.96 µM; 340,000 tested, 0.5% active; AID 504803, 2011; in the data active means inhibition above about 36%;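 further: 0% = enzyme with DMSO and 100% = wells lacking enzyme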
TDP2 absorb – human TDP2 enzyme inhibitors, primary screen, biochemical, epi absorbance, recombinant enzyme | inhibition, % at 12.8 µM | T5PNP hydrolysis, p-nitrophenol absorbance 415 nm | Tyrosyl-DNA phosphodiesterase 2 (Homo sapiens), O95551 | 370,000 tested, 0.34% active;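 active means inhibition above the mean of all tested compounds plus 3 SD, set per campaign, cut at about 25% in these data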;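 further: 0% = DMSO with enzyme and 100% = buffer with substrate but no TDP2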
Target sequence (O95551 whole entry, looked up): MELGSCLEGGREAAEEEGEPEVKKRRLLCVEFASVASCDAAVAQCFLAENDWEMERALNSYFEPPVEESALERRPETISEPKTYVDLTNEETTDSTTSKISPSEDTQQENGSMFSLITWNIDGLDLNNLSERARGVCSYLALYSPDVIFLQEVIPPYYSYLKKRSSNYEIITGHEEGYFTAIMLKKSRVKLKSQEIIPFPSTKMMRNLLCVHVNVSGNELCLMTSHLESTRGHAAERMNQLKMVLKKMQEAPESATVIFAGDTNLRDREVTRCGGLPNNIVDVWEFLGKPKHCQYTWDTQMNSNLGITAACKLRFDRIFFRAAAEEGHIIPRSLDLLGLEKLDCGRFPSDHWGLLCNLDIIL
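System – recombinant human TDP2 · Amount – 120 nM TDP2 per well · Buffer or medium – Mg2+-containing Tris-HCl buffer, pH 7.5 · Reagent – T5PNP substrate, 5 mM · Dosing – 12.8 µM single point, 1% DMSO · Incubation – 2 h at 37 °C · Measured by – epi absorbance · Read-out basis – percent inhibition · Benchmarks – high control without enzyme, low control DMSO plus TDP2 · Repeats – singlicate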
rCAG RNA binder – binders of r(CAG) RNA repeats, primary screen, biochemical, fluorescence; r(CAG) RNA repeat, TO-PRO-1 dye displacement fluorescence; inhibition, % at 3 µM; AID 651821, 2012; 370,000 tested, 1.3% active;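 active means inhibition above the plate cutoff, the mean of all test compounds on that plate plus 3 SD, cut at about 35% in these data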;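 further: 0% = DMSO alone and 100% = 100 µM mitoxantrone as full dye displacement; higher means more dye released from RNA so lower well fluorescence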
TCR CD3 inh – inhibitors of human TCR-CD3 interaction, primary screen, biochemical, fluorescence, TAMRA-labeled TCR probe. T-cell receptor (TCR). inhibition, % at 9.4 µM. 360,000 tested, 0.37% active. AID 651800, 2012; in the data active means inhibition above about 19%;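 further: recombinant mutant TCR 2C K166C tagged with TAMRA read by polarization; 0% = receptor in buffer alone and 100% = receptor with positive control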
SIAE inh – human SIAE inhibitors, primary screen, biochemical, fluorescence polarization, FP-Rh probe, 1536-well HTS; AID 1053197, 2014; SIAE FP-Rh probe binding; 370,000 tested, 0.69% active; Sialate O-acetylesterase (Homo sapiens), Q9HAT2; inhibition, % at 9.66 µM;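 active means inhibition above a cutoff: mean of compounds within the control limits plus 3 SD of those, cut at about 17% in these data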;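 further: 0% = plate median of compound wells and 100% = probe without SIAE protein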
* marks the source's active call; other numbers are inactive results; . = not tested or not shown. Some of the compounds tested; the hit share may differ from the screen's.

SMILES,mABHD4 FP,NR1D1 modulator,TCR CD3 inh,rCAG RNA binder,LEDGF integ inh,SIAE inh,PG9 Ab binder,PRMT1 inh,HTRA1 inhibitor,TDP2 absorb
C=CCn1cc(C(=O)NCCCOC)c(=O)c2cc(S(=O)(=O)N(CC)CC)ccc21,13,-7,8,-5,-1,-3,0.9,4,5,-2
CC(=O)N1CCC2(CC1)CC(=O)c1cc(Cl)ccc1O2,8,0,-5,2,0,1,1.1,2,-8,8
Cc1cc(C)cc(OCCCCn2cncn2)c1,7,-7,-4,4,2,5,-0.8,-1,4,6
COc1ccc(CNC(=O)c2cc(C)nn2-c2ccccc2)cc1,7,5,2,-2,1,-5,-2.1,0,0,13
Cc1cc(CNC(=O)COc2ccc(C)c(C)c2)c2ccccc2n1,-3,4,7,-4,2,-6,0.3,-3,0,7
CC1(c2nnnn2-c2ccc3c(c2)OCCO3)CCC(=O)N1CCCN1CCOCC1 (configuration not stated),1,-4,-6,2,-2,2,-0.5,-2,.,3
CSc1cccc(NC(=O)CNC(=O)C2CCCCC2)c1,1,-6,-2,0,-1,13,0.6,2,1,11
CCc1ccc(NS(=O)(=O)c2ccc(OC)c3ncccc23)cc1,2,-2,-2,6,-2,5,-1.0,-1,-8,3
CCCS(=O)(=O)N1CCN(c2ccccn2)CC1,0,3,-5,-5,-2,5,0.5,1,4,2
CCC(C)(C)C1CCC2(CC1)NC(=O)N(CC(=O)NCCc1ccc(OC)c(OC)c1)C2=O (configuration not stated),-4,5,4,-4,-2,-7,0.0,-8,-10,1
c1cnc2c(c1)ncc1cscc12,-2,10,5,-1,-4,-3,-0.8,-1,3,5
CCOC(=O)CC(=O)CSC1=C(C#N)C(c2ccccc2OC)CC(=O)N1 (configuration not stated),-6,4,3,2,0,-2,1.0,2,-1,4
COc1ccccc1-n1c(C)nnc1SCC(N)=O,2,-3,1,1,-1,2,2.1,4,0,1
COCCCn1c(=N)c(C(=O)NCC2CCCO2)cc2c(=O)n3ccccc3nc21 (configuration not stated),-2,-1,-3,-6,1,0,-0.1,-2,1,2
O=C(NC1CCCCC1)C1CC(=O)N(c2ccccc2)C1 (configuration not stated),-4,1,7,-1,3,5,0.5,2,-8,7
C/C(=N/NC(=O)c1cc(C(C)C)[nH]n1)c1cccs1,-4,.,-6,-1,-4,-5,0.3,3,3,-3
CCOc1cc(N2CCOCC2)c(OCC)cc1NC(=O)CN1C(=O)NC(C)(C2CC2)C1=O (configuration not stated),-1,4,5,-3,4,4,-0.9,-4,1,20
N#C/C(=C/c1ccc(-c2ccc(S(N)(=O)=O)cc2)o1)c1nc2ccccc2s1,-56,3,-10,32,8,-9,-2.3,18,-38,-12
Cc1ccn2c(Nc3ccccc3C)c(-c3ccccn3)nc2c1,7,-1,-9,-1,0,18*,0.8,-2,10,-19
CNC(=O)c1ccc(Nc2nnc(-c3ccc(C)c(S(N)(=O)=O)c3)c3ccccc23)cc1,-16,1,-7,10,-3,-9,-0.4,8,-19,6
COC(=O)c1ccc(CNC(=O)C(C)N=C2NS(=O)(=O)c3ccccc32)cc1 (configuration not stated),-4,-4,8,-3,-1,-3,0.3,-3,-4,11
CCCn1c(NC(=O)CCNC(=O)c2ccccc2Cl)nc2ccccc21,5,-1,2,2,3,-5,0.9,-4,6,-8
COc1ccc(Oc2nc(C)cc(C)c2C#N)cc1,2,-3,-5,-1,0,-3,0.5,2,-6,-4
Cc1cccc(C(=O)OCC(=O)NCC(C)C)c1O,-9,0,2,-2,6,9,2.1,-3,1,-9
O=C(/C=C/Nc1cccc(O)c1)c1ccccc1,8,0,-6,1,-1,-3,2.3,4,-3,13
Cc1nc2c(sc(=S)n2Cc2ccco2)c(=O)n1CC(=O)Nc1cc(F)ccc1F,0,-2,8,13,6,-23,-2.2,1,-13,-2
CC(C)(C)OC(=O)N1CCC(NC(=O)c2[nH]cnc2C(=O)Nc2ccccc2F)CC1,-5,-2,-3,1,3,2,-1.2,-6,-37,11
Cc1cc(C(F)F)n2nc(C(=O)Nc3sc4c(c3C#N)CCC(C)C4)nc2n1 (configuration not stated),-5,0,-1,-1,1,-8,1.1,-1,10,-6
COc1ccc2[nH]c(=O)c(C(c3nnnn3CC3CCCO3)N3CCCCC3)cc2c1 (configuration not stated),2,-4,-6,-3,0,-1,0.1,2,2,10
O=C(COc1ncnc2sccc12)NC1CCS(=O)(=O)C1 (configuration not stated),-10,-4,-8,7,1,-9,2.3,9,-1,-5
CN(C)CCCN(C(=O)c1ccc2c(c1)OCCO2)c1nc2cc3c(cc2s1)OCO3,2,-6,0,-4,-4,2,0.3,-1,3,11
CC1(Cc2cccc(C#N)c2)C(=O)Nc2c(Cl)cccc21 (configuration not stated),7,-2,-7,-1,-1,0,-1.8,1,.,5
Cc1ccc(NC2=CC(=O)CC(C)(C)C2)c(N)c1,7,-1,5,-7,2,5,-0.4,4,1,2
Cc1nn(-c2ccccn2)c2nc(-c3cccs3)cc(C(=O)N3CCOCC3)c12,0,2,2,-4,-2,3,0.7,-1,-6,-5
CCOc1ccccc1N=Cc1c(O)c2ccccc2oc1=O,0,36*,1,8,-2,-5,2.1,1,2,2
Cc1nc(C)c(-c2ccccc2)c(=O)[nH]1,3,0,0,2,-2,-1,-2.5,-3,6,0
COc1ccc(NC(=O)C[C@H]2C(=O)N(CCc3ccccc3)C[C@@H]2CSC)cc1,3,-4,3,-1,-4,0,-2.6,5,-3,2
CCOC(=O)c1sc2ncn(/N=C/c3ccc(O)cc3)c(=O)c2c1C,-2,-3,2,1,6,-7,0.5,-8,0,-12
O=C(c1ccc(Cl)c(S(=O)(=O)N2CCCC2)c1)N1CCN(Cc2ccccc2)CC1,-1,-6,2,0,-4,3,0.2,2,12,5
CN1CCN(c2nc(Nc3ccccc3)nc(N)c2[N+](=O)[O-])CC1,-1,1,-1,-1,0,4,0.0,-2,-6,2
CCCOc1ccc(-c2csc3nc[nH]c(=O)c23)cc1,-3,-7,1,-1,5,-1,-1.6,0,-4,3
O=C1CCC(C(=O)N2CCc3ccccc3C2)CN1CCCN1CCOCC1 (configuration not stated),7,-2,7,-3,-1,4,0.1,-2,5,1
Cc1ccc(-c2nc3sc(C(N)=O)c(N)c3c3c2CCCC3)cc1,-2,-4,3,8,-2,12,2.4,17,-13,-11
S=C(NC1CCCCC1)c1ccc2c(c1)OCO2,-3,1,-6,-1,4,5,1.3,10,2,-6
COc1ccc(N2C(=O)CCC(C(=O)c3ccccc3)=C2C)cc1,-4,1,-3,-8,1,4,-3.7,0,7,-12
Cc1ccc(SCC(=O)N2N=CCC2c2ccccc2)cc1 (configuration not stated),-18,6,-10,-4,9,-4,-2.7,-2,0,-13
CCOc1ccccc1NC(=O)COC(=O)CCOc1cc(C)ccc1C,3,1,4,-1,7,-9,-1.3,-7,-3,-13
COc1cccc(C(C)=NNc2ccc([N+](=O)[O-])cc2[N+](=O)[O-])c1OC,0,12,2,3,2,2,0.7,-1,5,-9
Cc1ccc(Nc2nnc(SCC(=O)NCCN3C(=O)CSC3=O)s2)cc1C,4,-7,9,0,1,11,-0.7,1,-3,6
O=C(N/N=C/c1cc(Br)cc(Br)c1O)c1cccc(S(=O)(=O)N2CCOCC2)c1,7,-10,9,5,-1,6,2.4,0,8,-3
Nc1cc(=O)[nH]c(SCC(=O)Nc2cccc([N+](=O)[O-])c2)n1,-2,-7,-7,3,56*,-5,-0.1,4,2,7
O=C(Cc1ccc([N+](=O)[O-])cc1)Nc1ccc2c(c1)OCO2,7,-1,0,-1,-4,-1,-3.6,2,1,-1
CC(NC(=O)c1ccc2ccccc2n1)c1ccc(S(N)(=O)=O)cc1 (configuration not stated),-8,5,0,5,0,8,-0.9,5,-2,7
Cc1cccc(NC(=S)NCc2ccc3[nH]c4c(c3c2)CCCC4)c1,3,0,-3,11,1,16,0.0,4,10,-3
NC(=O)c1ccsc1NC(=O)COC(=O)[C@@H]1CCCN1C(=O)c1cccs1,3,4,3,6,0,-5,-0.8,4,-3,1
